Compound activity from PubChem BioAssay.
TrxR1 inh: qHTS Assay for Inhibitors of Mammalian Selenoprotein Thioredoxin Reductase 1 (TrxR1): qHTS. Thioredoxin reductase 1, cytoplasmic (Rattus norvegicus), O89049. recombinant rTrxR1, NADPH fluorescence consumption, selenite substrate. 390,000 compounds, 1% hits. Potency, µM (series often up to 114 µM), inactives show at the top dose activity change, negative = inhibition, usual class: inhibitors. AID 588453, 2011; further: potency means the concentration at half of the fitted maximal effect; on the % scale 0 is the no-effect control and ±100 the full control effect; nearly all actives have a fitted effect of over 65% in size
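Rat TrxR1 (90 nM in the dispensed reagent) was pre-reduced with 400 uM NADPH for 5 min at room temperature, then incubated with compound for 15 min. After 400 uM selenite was added, NADPH fluorescence (Ex 340/Em 450 nm) was followed for 8 min.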
TrxR1 substrate: qHTS Assay for Substrates of Mammalian Selenoprotein Thioredoxin Reductase 1 (TrxR1): qHTS; Thioredoxin reductase 1, cytoplasmic (Rattus norvegicus), O89049; purified TrxR1 substrate turnover, NADPH consumption readout; Potency, µM (titrated, usually from 114 µM), for inactives: at the top dose activity change, negative = substrate turnover; 390,000 compounds, 0.01% hits; further: potency means the concentration at half of the fitted maximal effect; on the % scale 0 is the no-effect control and ±100 the full control effect; nearly all actives have a fitted effect of over 50% in size
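Rat TrxR1, dispensed at 90 nM, was prereduced with 400 uM NADPH (final) for 5 min at ~22 deg C, then incubated with compound 15 min before 400 uM selenite. A first-read NADPH fluorescence drop versus no-compound background flagged substrates.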
RGS4 inh: Inhibitors of Regulator of G Protein Signaling (RGS) 4: qHTS; Transcreener GDP fluorescence polarization, RGS4-accelerated GTP hydrolysis; Potency, µM (titrated, usually from 114 µM), for inactives: at the highest dose activity change, negative = inhibition, usual class: inhibitors; AID 504845, 2011; Regulator of G-protein signaling 4 (Homo sapiens), P49798; 390,000 compounds, 0.039% hits; further: potency means the concentration at half of the fitted maximal effect; on the % scale 0 is the no-effect control and ±100 the full control effect; nearly all actives have a fitted effect of over 75% in size; some results filed as inactive show a strong effect at the top dose
Target sequence (P49798 whole entry, looked up): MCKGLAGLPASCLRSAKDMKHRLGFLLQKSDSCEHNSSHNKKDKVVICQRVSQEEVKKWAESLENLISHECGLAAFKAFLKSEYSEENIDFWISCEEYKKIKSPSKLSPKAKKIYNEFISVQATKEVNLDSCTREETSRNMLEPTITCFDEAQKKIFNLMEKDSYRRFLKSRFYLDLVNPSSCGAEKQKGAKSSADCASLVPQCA
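MLSMR compounds (23 nl, pin-transferred) preincubated 10 min at room temperature with a 500nM (2x) first reagent, then RGS4 at 900nM (2x) plus Transcreener GDP mix added; fluorescence polarization (620/688 nm) read before and after 90 min at 30 °C.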
Vif-A3F inh: qHTS for Inhibitors of Vif-A3F Interactions: qHTS | HeLa A3F-eYFP + Vif (tagged APOBEC3F with the HIV-1 protein that degrades it), YFP fluorescence increase | Potency, µM (top dose mostly 46.1 µM), for inactives: top-dose activity, negative = active | 390,000 compounds, 0.2% hits; further: potency means the concentration at half of the fitted maximal effect; % of control where 0% means no effect; nearly all actives have a fitted effect of over 65% in size
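HeLa cells stably expressing A3F-eYFP plus Vif, plated and incubated overnight at 37 deg C, then exposed to compounds overnight at 37 deg C. Blocked degradation read as raised yellow fluorescence (Ex 488/Em 500-530).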
LDHA inh: qHTS assay for inhibitors of human lactate dehydrogenase. L-lactate dehydrogenase A chain (Homo sapiens), P00338. purified LDHA, NADH/diaphorase-resazurin fluorescence; stronger effect = lower value. activity change, % (values are at about 110 or 230 µM). 480,000 compounds, 0.15% hits. AID 1347041, 2019; in the data active means activity change below about -30%; inconclusive means mostly about -25% to -30%;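 further: plate controls were DMSO wells for no effect and wells without enzyme for full effect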
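Human LDH5 (2 nM) was incubated with 0.06 mM NADH and 0.2 mM pyruvate for 5 min at room temperature in Tris pH 7.4. Remaining NADH was coupled through diaphorase/resazurin, and resorufin fluorescence was read at 0 and 20 min.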
IDH1 R132H inh: qHTS for Inhibitors of mutant isocitrate dehydrogenase 1 (IDH1): qHTS; Isocitrate dehydrogenase [NADP] cytoplasmic (Homo sapiens), O75874; IDH1-R132H enzyme, NADPH consumption, diaphorase/resazurin fluorescence; Potency, µM (highest dose often 76.6 µM), for inactives: top-dose activity change, negative = inhibition, hits mostly inhibitors; 390,000 compounds, 0.093% hits; AID 602179, 2012; further: potency means the concentration at half of the fitted maximal effect; on the % scale 0 is the no-effect control and ±100 the full control effect; nearly all actives have a fitted effect of over 65% in size
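IDH1-R132H (0.5 ug/mL) preincubated 30 min with compound, then NADPH (0.016 mM) and alpha-KG (2 mM) added; 80 min at RT, pH 7.5. Remaining NADPH coupled via diaphorase/resazurin to fluorescence (540/590 nm); concentration-response curves normalized to no-enzyme control.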
GRP78 ERSR act: qHTS for Inducers of the Endoplasmic Reticulum Stress Response (ERSR) in Human Glioma: qHTS. U87-MG GRP78 promoter luciferase reporter, 16 h. 420,000 compounds, 0.02% hits. Potency, µM, for the others: at the highest dose activation, usual class: activators; further: potency means the concentration at half of the fitted maximal effect; series mostly up to about 76 µM; % of control where 0% means no effect; nearly all actives have a fitted effect of over 35% in size
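Stably transfected U87-MG glioma cells carrying a GRP78-based luciferase sensor; 16 h compound incubation. Luminescence end-point read 10 min after Bright-Glo addition at room temperature.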
USP1 inh: Inhibitors of USP1/UAF1: Primary Screen; Potency, µM (titrated, usually from 57.1 µM), without a hit: top-dose activity change, negative = inhibition, actives largely listed as inhibitors; AID 743255, 2014; recombinant USP1/UAF1, Ub-Rhodamine cleavage fluorescence; 390,000 compounds, 0.23% hits; further: potency means the concentration at half of the fitted maximal effect; on the % scale 0 is the no-effect control and ±100 the full control effect; nearly all actives have a fitted effect of over 60% in size; inactives centre near -12
Target sequence (O94782 whole entry, looked up): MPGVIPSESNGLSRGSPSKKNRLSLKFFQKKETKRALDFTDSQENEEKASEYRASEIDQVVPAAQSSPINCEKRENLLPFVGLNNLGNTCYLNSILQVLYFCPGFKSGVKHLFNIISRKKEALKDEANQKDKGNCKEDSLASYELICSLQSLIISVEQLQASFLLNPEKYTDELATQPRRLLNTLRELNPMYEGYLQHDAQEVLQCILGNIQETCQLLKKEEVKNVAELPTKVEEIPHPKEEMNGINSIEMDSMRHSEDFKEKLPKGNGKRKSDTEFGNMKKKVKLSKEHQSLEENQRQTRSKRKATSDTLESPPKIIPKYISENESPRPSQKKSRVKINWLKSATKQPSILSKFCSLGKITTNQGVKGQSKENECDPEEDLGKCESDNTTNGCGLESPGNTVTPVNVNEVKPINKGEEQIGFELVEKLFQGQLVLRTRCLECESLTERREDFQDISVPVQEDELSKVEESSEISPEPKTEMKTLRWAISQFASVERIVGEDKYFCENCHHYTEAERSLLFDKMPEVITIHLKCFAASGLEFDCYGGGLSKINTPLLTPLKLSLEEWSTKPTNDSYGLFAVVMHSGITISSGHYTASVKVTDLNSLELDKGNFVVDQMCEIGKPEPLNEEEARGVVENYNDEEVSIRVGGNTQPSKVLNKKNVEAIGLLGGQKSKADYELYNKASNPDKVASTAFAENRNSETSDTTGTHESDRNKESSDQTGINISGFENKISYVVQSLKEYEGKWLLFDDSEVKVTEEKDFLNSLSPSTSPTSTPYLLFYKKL
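In this screen, compounds sit with the deubiquitinase complex (1nM) for 15 min at room temperature before Ub-Rho is added at 150nM final. Fluorescence rise is then followed for 6 reads every 60 seconds.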
Vif-APOBEC3G blk: qHTS for Inhibitors of Vif-A3G Interactions: qHTS; DNA dC->dU-editing enzyme APOBEC-3G (Homo sapiens), Q9HC16; HeLa A3G-eYFP + Vif (tagged APOBEC3G with the HIV-1 protein that degrades it), YFP fluorescence, overnight; Potency, µM (doses to about 46.1 µM), inactives show at the highest dose activity, negative = active, actives largely listed as inhibitors; 410,000 compounds, 0.076% hits;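 further: potency means the concentration at half of the fitted maximal effect; on the % scale 0 is the no-effect control and ±100 the full control effect; nearly all actives have a fitted effect of over 60% in size; hits raise eYFP signal because A3G escapes Vif-driven loss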
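HeLa cells stably expressing Vif and C-terminally eYFP-tagged A3G, seeded overnight at 37 deg C, then exposed to compound by pintool overnight at 37 deg C. Rise in yellow fluorescence (Ex 488/Em 500-530, Acumen) marks blocked Vif-driven A3G degradation.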
The depositor's hits bear a star; u = inconclusive; x = not tested or not shown; [ ] = remark or other dose. Unless noted, the call rests on the fitted dose curve; in most records, active means well fitted curve in the direction sought with a large enough effect; inconclusive means small, poorly fitted or top-dose-only effect, or another doubt; inactive means no such curve, though single readings can be large; an effect the other way counts as inactive or inconclusive.

SMILES	TrxR1 inh	TrxR1 substrate	RGS4 inh	Vif-A3F inh	LDHA inh	IDH1 R132H inh	GRP78 ERSR act	USP1 inh	Vif-APOBEC3G blk
Cc1nn(CC(C)C)c(Cl)c1C(=O)N(C)CC(=O)Nc1c(Cl)cccc1Cl	-13.6%	-8.0%	12.4%	-3.6%	-7.3	1.0%	-6.1%	1.4%	-2.1%
CCCCN(C(=O)C1CC(=O)N(Cc2ccc(C)cc2)C1)c1c(N)n(CCCC)c(=O)[nH]c1=O (stereo not drawn)	9.7%	-1.1%	15.0%	3.5%	-5.1	9.7%	-2.3%	-4.2%	-1.4%
O=S(=O)(c1ccc(NC(=S)N2CCN(c3ccccc3F)CC2)cc1)N1CCOCC1	6.8%[57.1 µM]	2.3%	u	1.4%	-0.3	3.0%	2.1%	-11.9%	3.6%
CC(C)C(c1nnnn1Cc1ccccc1)N1CCN(Cc2ccco2)CC1 (stereo not drawn)	24.7%[57.1 µM]	6.8%[57.1 µM]	-6.9%	-3.6%	-8.6	-3.9%	-5.9%	-2.5%	-0.9%
COC(=O)c1ccc(/C=C(\C#N)c2nc3ccccc3s2)cc1	6.4%[57.1 µM]	6.6%[57.1 µM]	-26.6%	-2.9%	-3.7	9.8%	1.2%	-7.3%	u
O=C(Nc1ccccc1)c1ccc2ccccc2n1	20.8%	-0.4%	15.5%	0.4%	-5.2	12.3%	3.5%	-19.0%	0.7%
CC1COc2ccccc2N1S(=O)(=O)c1cc(Cl)ccc1Cl (stereo not drawn)	15.1%	0.6%	-34.1%[56.9 µM]	-2.9%	-0.1	3.5%	-1.5%	-20.5%	-5.2%
COc1ccc(S(=O)(=O)N2CCCCC2)cc1NC(=O)Cc1c[nH]c2ccccc12	8.4%	-6.3%	20.3%	0.1%	-1.6	-3.8%	-4.4%	-11.5%	-7.6%
CCOC(=O)C(O)(CC(=O)Nc1ccc(Cl)cc1Cl)C(F)(F)F (stereo not drawn)	9.1%	3.6%	-14.6%	1.2%	2.1	2.9%	-3.9%	-16.8%	3.3%
Cc1nn(S(=O)(=O)c2ccc(F)cc2)c(C)c1S(=O)(=O)N1CCCCCC1	20.0%[57.1 µM]	3.1%[57.1 µM]	-5.8%	-0.7%	-6.8	-5.3%	-2.1%	u	-5.0%
O=C(CCc1ccccc1)NNC(=O)C1CCCCC1	17.8%	14.4%[57.1 µM]	24.1%	-3.2%	-16.4	6.5%	-2.0%	0.6%	-0.7%
CC1(C)OC1COc1c2ccoc2cc2oc(=O)ccc12 (stereo not drawn)	-13.0%	-5.5%	-3.2%	6.3%	-8.1	0.0%	-2.9%	-13.4%	2.3%
CCN1C(=NCCOC)N[C@@H](CCc2ccccc2)[C@H](C(=O)OC)[C@H]1C	-13.3%[57.1 µM]	1.9%[57.1 µM]	-7.8%	7.7%	-4.7	12.0%	-1.7%	-12.9%	3.1%
Cc1cc(C(F)(F)F)nc(SCC(=O)Nc2ccccc2)n1	9.8%	4.3%	2.6%	-10.0%	-5.5	6.9%	-4.0%	-11.0%	1.9%
CCN(CC(=O)Nc1c(F)cccc1F)C(=O)Cc1ccccc1	-3.1%	-8.6%	4.7%	-4.4%	4.6	-6.9%	-1.6%	-5.9%	0.8%
CCOC(=O)C1CCCN(c2c(N3CCOCC3)c(=O)c2=O)C1 (stereo not drawn)	-6.3%	-8.4%	13.7%	-5.5%	-12.1	-8.5%	-1.7%	u	-3.3%
c1ccc(CC[n+]2ccncc2)cc1	-23.7%	-0.7%	x	x	x	x	-1.4%	x	0.8%
CN(Cc1c(F)cccc1Cl)C(=O)c1cccc(S(=O)(=O)NCc2ccccc2)c1	-2.2%	-2.4%	-14.4%	0.3%	-2.2	3.4%	-3.4%	-22.6%	0.8%
CC(NC(=O)COC(=O)CCc1ccc(S(=O)(=O)N2CCOCC2)cc1)C1CC2CCC1C2 (stereo not drawn)	-4.9%	-3.8%	-18.7%	6.2%	-1.8	1.6%	-4.5%	1.2%	0.8%
Cc1ccc(CN2C(=O)CCSc3ccc(Cl)cc32)cc1	29.6%[57.1 µM]	20.3%	6.3%	-2.6%	-2.8	4.3%	-1.6%	-4.7%	u
O=C(COC(=O)CC1c2ccccc2CCN1S(=O)(=O)c1ccccc1)Nc1ccccc1 (stereo not drawn)	-4.9%	-4.9%	-17.4%	12.8%	3.4	8.6%	-6.5%	-18.1%	-6.9%
O=C1C=C(NCC2CCCO2)CC(c2ccccc2)C1 (stereo not drawn)	u	-8.4%	16.9%	3.8%	-5.5	-1.0%	1.2%	1.3%	1.8%
COc1ccc(C2C(Oc3ccccc3C)C(=O)N2Cc2ccc(F)cc2)cc1OC (stereo not drawn)	-4.5%	-3.9%	-0.8%	0.5%	1.9	4.8%	-0.9%	-11.7%	0.5%
Cc1cc(C)n(C(=O)C2CCCN2S(=O)(=O)c2ccc(Cl)cc2)n1 (stereo not drawn)	-3.5%	-6.5%	8.9%	2.4%	-5.2	-1.9%	-1.9%	-11.6%	-1.6%
Cc1nc(Cl)cc(CS(=O)(=O)c2ccc(Cl)cc2)n1	13.4%[57.1 µM]	6.5%	u	6.2%	1.3	0.4%	-3.3%	-15.6%	2.3%

3 entries from above in another layout.
| compound | TrxR1 inh | TrxR1 substrate | RGS4 inh | Vif-A3F inh | LDHA inh | IDH1 R132H inh | GRP78 ERSR act | USP1 inh | Vif-APOBEC3G blk |
| --- | --- | --- | --- | --- | --- | --- | --- | --- | --- |
| CC(C)C(c1nnnn1Cc1ccccc1)N1CCN(Cc2ccco2)CC1 (stereo not drawn) | 24.7%[57.1 µM] | 6.8%[57.1 µM] | -6.9% | -3.6% | -8.6 | -3.9% | -5.9% | -2.5% | -0.9% |
| CCOC(=O)C1CCCN(c2c(N3CCOCC3)c(=O)c2=O)C1 (stereo not drawn) | -6.3% | -8.4% | 13.7% | -5.5% | -12.1 | -8.5% | -1.7% | u | -3.3% |
| Cc1ccc(CN2C(=O)CCSc3ccc(Cl)cc32)cc1 | 29.6%[57.1 µM] | 20.3% | 6.3% | -2.6% | -2.8 | 4.3% | -1.6% | -4.7% | u |

Additional entries follow:
SMILES	TrxR1 inh	TrxR1 substrate	RGS4 inh	Vif-A3F inh	LDHA inh	IDH1 R132H inh	GRP78 ERSR act	USP1 inh	Vif-APOBEC3G blk
CC(=O)N1C(=O)NC2=C(C(=O)CCC2)C1c1cccc([N+](=O)[O-])c1 (stereo not drawn)	15.4%[57.1 µM]	5.4%[57.1 µM]	15.2%	-11.5%	-7.3	-1.5%	0.7%	-10.3%	-7.3%
CC(C)(C)n1ncc2c(=O)n(Cc3ccc(Cl)c(OC(F)(F)F)c3)cnc21	11.1%[57.1 µM]	-4.4%	x	x	x	x	-2.3%	x	-1.4%
CCN1C(C)=C(C)S/C1=C1\SC(=S)N(C2CCCCC2)C1=O	2.8%	-10.4%	-31.7%	-12.9%	0.5	-3.4%	-2.5%	-12.8%	1.9%
OC[C@H]1O[C@H](OC[C@H]2O[C@H](OC[C@H]3O[C@H](O[C@]4(CO)O[C@H](CO)[C@@H](O)[C@@H]4O)[C@H](O)[C@@H](O)[C@@H]3O)[C@H](O)[C@@H](O)[C@H]2O)[C@H](O)[C@@H](O)[C@H]1O	29.1%	8.4%	18.2%	2.7%	-12.6	-9.6%	1.3%	-21.7%	0.5%
CC(=O)c1cccc(NC(=O)CSc2nnc(C(C)N(C)C)n2Cc2ccccc2)c1 (stereo not drawn)	u	5.6%	-41.4%	18.4%	-8.6	0.7%	-6.3%	-7.2%	-3.6%
COc1ccc(/C=C/c2ccncc2)cc1	-7.0%	-2.7%	12.1%	x	-9.1	17.5%	1.4%	-10.7%	2.4%
Cc1ccc(NS(=O)(=O)c2ccc(NC(=O)c3ccccc3C(=O)O)cc2)cc1C	21.8%	-0.5%	1.4%	1.6%	-3.2	7.5%	-5.4%	-10.2%	1.2%
O=C(NCCCO)c1ccc(CSc2nc3ccccc3c(=O)[nH]2)cc1	9.8%	2.2%	-49.5%	13.9%	-6.9	2.2%	-0.2%	-17.2%	-6.2%
O=C1CC/C=C\C[C@@H](CC(=O)N(CCO)Cc2ccccc2)C(=O)N2CCC[C@H]2CO1	-11.8%	-1.6%	2.6%	-5.5%	0.6	5.2%	-2.8%	u	-0.1%
COc1ccccc1Nc1nc2c(C)cccc2cc1C#N	2.5%	1.4%	23.9%	u	-9.3	-1.9%	-2.7%	11.6%	-14.3%

Some of the compounds tested; rates above refer to the full screens.
